aDG glyco act: alpha-DG glycosylation activation; Pro5-aDG cells, alpha-DG glycosylation AlphaScreen (IIH6); 0% Pro5, 100% B10-LARGE cell signal; activation, % at 10 µM; 360,000 compounds, 0.22% hits;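 active = activation of at least 8% versus controls, or a plate z-score of at least 8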;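 note: Pro5 are CHO cells carrying HIG-tagged alpha-DG that lacks glycosylation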
ABHD5 PLIN5 PPI: ABHD5-PLIN5 protein interaction inhibition; inhibition, % at 4 µM; AID 602281; Split G. princeps luciferase complementation, luminescence, 4 h; 360,000 compounds, 0.78% hits;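 active = inhibition above the mean inhibition across every tested compound plus 3 SD, cut at about 22% in these data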;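 note: 0% = DMSO only wells and the 100% control is not disclosed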
Target sequence (Q00G26 whole entry, looked up): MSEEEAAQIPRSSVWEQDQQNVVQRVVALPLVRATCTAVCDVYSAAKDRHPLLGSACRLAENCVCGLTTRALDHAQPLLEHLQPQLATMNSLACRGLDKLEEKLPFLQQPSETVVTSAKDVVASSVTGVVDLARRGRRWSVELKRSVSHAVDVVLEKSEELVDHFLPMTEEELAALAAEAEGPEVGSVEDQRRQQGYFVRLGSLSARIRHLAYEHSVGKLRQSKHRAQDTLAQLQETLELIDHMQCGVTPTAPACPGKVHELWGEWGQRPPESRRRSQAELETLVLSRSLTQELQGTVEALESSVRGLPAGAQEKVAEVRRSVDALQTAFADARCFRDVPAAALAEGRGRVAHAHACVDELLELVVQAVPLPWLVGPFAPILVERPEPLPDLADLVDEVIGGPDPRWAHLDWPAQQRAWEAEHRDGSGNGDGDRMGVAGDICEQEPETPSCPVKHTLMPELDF
Target sequence (Q8WTS1 whole entry, looked up): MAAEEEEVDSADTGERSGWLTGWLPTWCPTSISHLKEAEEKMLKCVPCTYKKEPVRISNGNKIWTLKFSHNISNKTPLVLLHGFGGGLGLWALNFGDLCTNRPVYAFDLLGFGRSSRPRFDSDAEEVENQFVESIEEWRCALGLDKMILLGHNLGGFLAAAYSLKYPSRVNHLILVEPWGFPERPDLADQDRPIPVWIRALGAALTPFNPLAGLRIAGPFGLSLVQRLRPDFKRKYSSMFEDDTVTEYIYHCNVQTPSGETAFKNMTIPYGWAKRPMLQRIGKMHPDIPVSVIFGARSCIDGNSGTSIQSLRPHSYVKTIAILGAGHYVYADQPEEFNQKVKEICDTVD
Glyco luc inh: blocks N-linked glycosylation in D54 reporter cells; D54 ERlucT glycosylation luciferase reporter, 24 h; percent of 100 nM tunicamycin response; reporter increase, % at 12.5 µM; 360,000 compounds, 0.23% hits; AID 588692;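 active = mean luciferase reporter signal, scaled so untreated is 0 and the glycosylation-blocking control 100, at or above a set limit in every replicate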;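 note: luciferase carries N-glycosylation sites so blocking glycosylation raises the light; 0% = median of neutral control wells and 100% = median of 100 nM tunicamycin wells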
MC4R antag cAMP: antagonists of human melanocortin 4 receptor (MC4R) | MC4R-expressing cells, MTII-stimulated cAMP, LANCE TR-FRET | inhibition, % at 6.5 µM | 360,000 compounds, 0.48% hits | AID 540295;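 active = inhibition above its plate's cutoff, the mean of tested wells on that plate plus 3 SD, cut at about 29% in these data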;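 note: 0% = Melanotan II alone and 100% = Melanotan II plus saturating MCL0020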
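System: U2OS-MC4R stable cell line; Technique: Eu-cAMP/anti-cAMP TR-FRET, emission 671 nm; Repeats: single well per compound; Also added: Melanotan II; Dosing: one concentration, 6.5 µM nominal; Schedule: 30-min compound, 1-h challenge, 1-h detection, room temperature.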
HTR2A ag: mouse HTR2A agonism via beta-arrestin recruitment; 360,000 compounds, 0.66% hits; activation, % at 7.6 µM; P35363; CHO-K1 mHTR2A beta-arrestin complementation, luminescence; percent of 30 µM serotonin response;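 active = activation above a run cutoff, the mean activation of all tested compounds plus 3 SD, cut at about 14% in these data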;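 note: 0% = plate median of compound wells and 100% = 30 µM serotonin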
MC4R ag barr: agonists of human melanocortin 4 receptor (MC4R) beta-arrestin | U2OS MC4R beta-arrestin complementation, luminescence; percent of melanotan II response, DMSO zero | activation, % at 8.9 µM | AID 540308 | 360,000 compounds, 0.98% hits;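 active = activation above a per-plate cutoff, the mean activation of sample wells on that plate plus 3 SD, cut at about 8% in these data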
ABCB6 inh MLPCN: human ABCB6 transporter inhibition. Q9NP58. K562-ABCB6 porphyrin accumulation, flow cytometry, 1 h; stronger effect = lower value. fluorescence ratio to DMSO, % at 10 µM. 360,000 compounds, 0.19% hits. AID 602162;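 active = fluorescence ratio to DMSO below 75%, the collection mean minus 3 SD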;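 note: signal is porphyrin accumulated inside mitochondria; 100% equals median channel fluorescence of DMSO control wells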
H9c2 protect: modulators protecting cardiomyocytes from myocardial damage; H9c2 cardiomyocytes, H2O2 injury protection, ATPLite, 2 h; protection from H2O2 cell death, % at 20 µM; 360,000 compounds, 0.63% hits;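 active = compounds giving at least 50% protection of heart cells from peroxide-induced death in the single-dose screen, raw or plate-pattern-corrected value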;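 note: 0% = DMSO wells with peroxide and 100% = DMSO wells without peroxide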
Granule exo inh: blocks lytic granule exocytosis; TALL-104 LAMP-1 surface exposure, flow cytometry; cells stimulated with thapsigargin and PMA; inhibition, % at 10 µM; 360,000 compounds, 0.66% hits; AID 651702;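 active = inhibition above about 55%, limit read from the data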
hiPSC survival: enhancers of human iPSC single-cell survival. 360,000 compounds, 0.044% hits. survival enhancement, % at 20 µM. hiPSC single-cell survival, ATPlite luminescence; 100% = ROCK inhibitor wells, 0% = DMSO; in the data active = survival enhancement above about 18%;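 note: cells exposed to compounds for 16 hours before the ATP read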
Numbers without * were called inactive; · = no result given. An unsorted share of the library; 4.5% or so of the library scored in one or more.

SMILES	aDG glyco act	ABHD5 PLIN5 PPI	Glyco luc inh	MC4R antag cAMP	HTR2A ag	MC4R ag barr	ABCB6 inh MLPCN	H9c2 protect	Granule exo inh	hiPSC survival
O=C(NC(=S)Nc1cccnc1)c1cccs1	-0.2	15	-1	-4	0	1.1	98	5	-2	-0.1
COc1ccc(CN(CC(=O)NCCc2ccccc2)C(=O)CCC(=O)Nc2cc(C)ccn2)cc1	0.2	-5	1	10	-8	1.0	91	2	4	-0.1
O=C(Nc1cnccn1)C1c2ccccc2Oc2ccccc21	-0.1	5	-2	9	-3	-2.0	103	6	1	-1.8
CC(=O)C1=C(O)C(=O)N(c2ccc(F)cc2)C1c1ccc(C)cc1 (stereo not drawn)	-0.2	-4	0	4	-1	-2.2	101	-4	-2	-0.6
CCOC(=O)N1CCN(CCC(=O)Nc2ccc(OC(F)(F)F)cc2)CC1	0.2	0	-1	4	-2	-0.9	92	-10	-1	-3.6
O=C(O)c1ccc(CNC(=O)c2ccccc2NC(=O)c2ccc([N+](=O)[O-])cc2)cc1	-0.3	0	1	16	0	-0.1	103	17	21	-4.3
C=CCn1c(SCC(=O)NCCC2=CCCCC2)nc2ccc(Cl)cc2c1=O	1.1	0	1	5	3	2.3	97	-14	2	3.0
O=c1c2[nH]c3ccccc3c2ncn1Cc1cccnc1	0.0	8	·	6	2	-1.2	94	-1	-1	-4.2
COc1ccc(NC(=O)c2ccc(-c3ccccc3)cc2)cc1S(=O)(=O)N1CCOCC1	0.0	5	3	12	-4	2.5	94	-3	-2	0.4
O=C(N1CCOCC1)N1CCN(S(=O)(=O)c2ccc(Cl)cc2)C1	0.3	-3	5	6	6	-2.2	94	1	4	-0.2
O=S(=O)(c1ccc2nc(Nc3ccccc3)ccc2c1)N1CCCCC1	2.4	-19	-3	6	-1	0.5	108	1	10	1.0
CC1(Cc2cc(Cl)ccc2C(F)(F)F)C(=O)Nc2cc(-c3ccccc3Cl)ccc21 (stereo not drawn)	1.3	5	3	5	1	1.3	100	-4	-4	-1.2
CC(=O)NCCC(=O)N1CCCC(CNC(=O)c2ccc(-c3ccccc3)cc2)C1 (stereo not drawn)	0.7	-1	2	10	-6	-2.3	102	-2	-4	-4.3
Nc1nnn(CC(=O)N/N=C/c2cn[nH]c2-c2ccccc2)n1	-0.1	0	1	-2	-6	-1.0	99	0	16	-0.6
CN1CCN(NC(=O)c2ccccc2F)CC1	0.1	10	1	2	9	-2.7	93	3	-3	3.1
C=CCN(Cc1cc(OC)ccc1OC)C(=O)c1cc2ccc(OC)cc2[nH]1	0.0	-5	3	1	-10	-1.8	81	-15	0	-0.7
COc1ccc(N2CCN(C(CNC(=O)C(=O)NCCC3=CCCCC3)c3ccco3)CC2)cc1 (stereo not drawn)	-0.2	-2	4	0	4	-1.3	96	-4	-6	1.9
COc1ccc(N2CCN(c3n[nH]c(N)n3)CC2)cc1	-0.1	-5	2	35*	-2	-2.0	97	0	-1	0.9
C/C(=N\NC(=O)c1ccc(CSc2nc(C)cc(C)n2)cc1)C1CCCCC1	-0.1	-4	-2	13	8	0.1	104	-11	2	-1.5
O=C(NC1CCSc2ccccc21)c1ccc(F)c(S(=O)(=O)N2CCOCC2)c1 (stereo not drawn)	0.2	14	-1	6	1	1.9	103	7	3	-0.4
CN(C)CCNc1ncnc2c1cnn2-c1ccc(Cl)cc1	0.5	7	-11	11	-2	-0.5	105	-4	9	-1.8
CC(C)NC(=O)CCCN1C(=O)c2ccccc2Sc2ncccc21	0.1	-8	1	7	0	0.4	96	4	-3	-0.7
COc1ccc(C(=O)Cn2c(=O)c(CCC(=O)O)nn3c4ccccc4nc23)cc1OC	0.2	3	2	9	2	1.3	95	-14	0	-0.7
CNC(=O)/C(C#N)=C1/SC(Cc2ccc(F)cc2)C(=O)N1c1ccccc1 (stereo not drawn)	0.0	7	0	11	2	-1.5	97	11	-3	-0.3
O=C(Nc1ccc(S(=O)(=O)Nc2nccs2)cc1)c1ccc(N2C(=O)c3ccccc3C2=O)cc1	0.0	0	1	7	0	0.4	91	-3	13	-2.8
NC(=O)C1CC(=O)N(c2ccc(OCc3c(Cl)cccc3Cl)cc2)C1 (stereo not drawn)	-0.2	2	0	5	-4	0.0	103	-1	1	-0.9
O=C(CSc1nc(-c2ccco2)cc(C(F)(F)F)n1)N1CCCc2ccccc21	0.2	0	-4	3	-2	-1.0	90	-21	1	-2.2
COc1ccc(CCNC(=O)C2CC(c3ccccc3[N+](=O)[O-])=NO2)cc1 (stereo not drawn)	-0.1	0	0	4	0	-1.0	95	14	2	0.0
NC(=O)C(=O)N/N=C/c1c[nH]c2ccc(Br)cc12	0.2	0	1	-6	-6	-1.1	94	3	6	1.2
CC(NC(=O)c1ccccc1Cl)NC(=O)c1ccccc1Cl	0.2	5	0	5	2	-1.1	97	-2	-5	-0.4
O=S1(=O)CC(N2CCCC2)CN1Cc1cn(Cc2ccc(F)cc2)nn1 (stereo not drawn)	0.0	-5	·	·	-2	·	99	·	0	-0.2
C[C@H](O)[C@@H]1C(=O)N2CCc3c([nH]c4ccccc34)[C@@H]2C[C@@H]1N(C)C(=O)Nc1ccccc1	0.0	-12	2	1	-5	-2.8	101	-4	-1	-1.9
Cc1ccccc1C(=O)NNC(=O)C1CCN(c2ncccn2)CC1	0.0	-4	2	6	3	-1.9	97	4	10	-0.6
FC(F)Oc1ccccc1NC(=S)NCCc1ccccc1	0.2	-9	-2	32*	0	-0.5	100	-8	1	-1.0
Cn1nnc2cc(C(=O)NC(C)(C)C)ccc21	-0.1	-5	1	-2	-4	-2.1	98	-6	9	2.1
O=C(CCc1nc2ccccc2c(=O)[nH]1)NNC(=O)c1ccccc1Cl	0.2	-6	0	-7	5	-0.4	98	56*	-2	-0.4
O=S(=O)(NCc1ccco1)c1ccc(Cl)nc1	-0.4	-6	1	5	4	-0.7	104	10	-3	1.4
CCc1cc2c(NCCN3CCCCC3)ncnc2s1	0.1	-2	-3	2	-4	-0.2	95	-6	0	-0.8
COc1ccc(NC(=O)C2(c3cccs3)CCOCC2)cc1	1.3	0	0	-1	3	-0.9	100	4	0	0.5
C=CCN(C(=O)c1csnn1)C(C(=O)NCc1ccc(F)cc1)c1ccccc1F (stereo not drawn)	-0.1	4	2	11	12	1.8	101	9	0	-0.3
Cc1ccc(C)c(OCc2nc3ccc(S(=O)(=O)Nc4c(C)n(C)n(-c5ccccc5)c4=O)cc3[nH]2)c1	0.0	5	-1	4	-6	-3.5	100	-2	-9	3.1
O=C(COC(=O)c1ccc([N+](=O)[O-])cc1)Nc1cccnc1Cl	-0.1	6	1	5	1	0.0	92	2	-2	-0.4
Cc1onc(-c2ccccc2Cl)c1C(N)=O	0.2	-3	0	3	-2	-0.9	99	2	0	-2.4
C=CCn1c(COc2ccc(Cl)cc2)nnc1SCC(=O)Nc1ccc(S(N)(=O)=O)cc1	-0.3	-2	-1	10	-2	-1.8	97	-5	5	8.1
CCOC(=O)N1CCC(NC(=O)CC2C(=O)NCCN2Cc2ccccc2)CC1 (stereo not drawn)	-0.3	-3	-1	4	-9	-3.7	98	2	2	-0.5

Some of the entries so far, with each value named:
SMILES: CCc1cc2c(NCCN3CCCCC3)ncnc2s1
  aDG glyco act = 0.1
  ABHD5 PLIN5 PPI = -2
  Glyco luc inh = -3
  MC4R antag cAMP = 2
  HTR2A ag = -4
  MC4R ag barr = -0.2
  ABCB6 inh MLPCN = 95
  H9c2 protect = -6
  Granule exo inh = 0
  hiPSC survival = -0.8
SMILES: COc1ccc(NC(=O)C2(c3cccs3)CCOCC2)cc1
  aDG glyco act = 1.3
  ABHD5 PLIN5 PPI = 0
  Glyco luc inh = 0
  MC4R antag cAMP = -1
  HTR2A ag = 3
  MC4R ag barr = -0.9
  ABCB6 inh MLPCN = 100
  H9c2 protect = 4
  Granule exo inh = 0
  hiPSC survival = 0.5

(listing goes on)
SMILES	aDG glyco act	ABHD5 PLIN5 PPI	Glyco luc inh	MC4R antag cAMP	HTR2A ag	MC4R ag barr	ABCB6 inh MLPCN	H9c2 protect	Granule exo inh	hiPSC survival
CC1=CCC(Cc2nc3ccccc3o2)C1(C)C (stereo not drawn)	-0.4	0	-1	1	5	-1.0	103	-1	-1	0.0
CC(C)C(=O)Nc1ccc(C(=O)NNC(=O)NC2CCCCC2)cc1	0.1	-10	-1	0	-5	0.3	100	-3	-1	0.2
N#CC1=C(N)Oc2cc(O)ccc2C1c1cccnc1 (stereo not drawn)	0.1	-3	3	4	0	-2.6	100	3	2	1.1
CCOc1ccc(CCNC(=O)CN2C(=O)CCSc3ccccc32)cc1OCC	0.2	5	1	6	4	-1.6	97	0	96*	-0.2
CCOC(=O)C1CCN(C(=O)c2ccc3nc(-c4ccc(OC)cc4)c(-c4ccc(OC)cc4)nc3c2)CC1	0.0	5	-4	5	8	-3.7	96	3	27	-0.4
CC(C)N1CCC(N2CCN(Cc3ccc4nsnc4c3)CC2CCO)CC1 (stereo not drawn)	-0.3	-3	1	-6	2	0.0	106	6	-5	1.2
Cc1ccc(-c2noc(C3CCCN(C(=O)c4ccc(Cl)cc4)C3)n2)o1 (stereo not drawn)	1.8	0	0	-4	6	-1.2	93	-9	1	-0.5
O=C(Nc1cccc(Cl)c1Cl)C1CCN(c2ncccn2)CC1	-0.4	-7	1	5	0	-2.0	85	3	4	-3.6
CC(Oc1ccc(F)cc1)C(=O)/C=C\N(C)C (stereo not drawn)	0.5	-1	0	2	-6	-0.6	96	4	0	4.4
CCCc1nc2sc3c(c2c(=O)n1NC(=O)CCC(=O)OC)CCCC3	0.2	0	1	19	0	-0.8	100	7	0	0.0
C(=C\c1ccccc1)/CN1CCN(C(c2ccccc2)c2nnnn2-c2ccc3c(c2)OCCO3)CC1 (stereo not drawn)	-0.5	9	-3	·	-11	·	99	-7	12	-1.4
Cc1ccc(C(=O)NCC(=O)OCC(=O)NCCc2ccccc2)s1	-0.1	2	2	5	1	-2.3	94	7	-2	-0.3
Cc1nc(N2CCN(C)CC2)c2sc(=S)n(-c3ccccc3)c2n1	0.0	4	-2	1	5	2.1	100	-4	9	2.1
CCOC(=O)c1cccc(Nc2ncnc3ccc(C)cc23)c1	1.9	8	-3	8	4	-0.5	99	-16	0	2.3
CCOc1ccc(/C=N/NC(=O)c2cc(-c3ccccc3)nc3ccccc23)cc1O	0.0	-15	4	-1	-8	-1.0	86	4	-20	-0.6
Cc1noc(C)c1NC(=O)N(C)C[C@@H]1Oc2c(NC(=O)NC(C)C)cccc2C(=O)N([C@@H](C)CO)C[C@@H]1C	-0.2	-8	0	14	-4	-0.6	98	21	-3	1.0
Cc1ccc(NC2=NCCCCC2)cc1C	0.0	3	1	-1	-2	0.6	95	5	1	-1.4
CCC1CCc2c(sc3nc(SCC(=O)NCc4ccco4)n(-c4ccccc4)c(=O)c23)C1 (stereo not drawn)	0.1	2	9	9	1	8.7*	113	-2	3	-1.2
Cc1ccc(/C(O)=C/c2nc3cc(C)ccc3oc2=O)cc1	0.0	7	1	0	4	-2.4	96	-1	-1	0.0
O=C(O)c1ccccc1-c1ccccc1C(=O)NCc1cccnc1	-0.3	7	1	1	2	-1.0	102	11	2	2.9
CCOCCn1c(CN2CCN(C(c3ccccc3)c3ccccc3)CC2)nc2c1c(=O)n(C)c(=O)n2C	0.2	3	1	3	2	-0.6	98	14	10	0.5
